CaV13 ICDI inh: Primary screen for inhibitors of IQ motif and Ca2+-dependent inactivation inhibitor domain binding in CACNA1D, Förster resonance energy transfer in living cells, … | HEK cells, CFP/YFP FRET ICDI-IQ, plate reader, 10 min; percent FRET-ratio fall versus neutral wells | AID 743397 | hit rate 0.098% among 340,000 | inhibition, % at 12.3 µM;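 active = mean replicate inhibition of at least 30% and at least 1% of replicates passing that level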;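 note: 0% = median of the neutral control wells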
ABCB6 inh 2: blocks the human ABCB6 transporter; fluorescence ratio to DMSO, % at 10 µM; hit rate 0.19% among 360,000; K562-ABCB6 porphyrin accumulation, flow cytometry, 1 h; stronger effect = lower value; AID 602162; Q9NP58;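 active = fluorescence ratio to DMSO below 75%, the collection mean minus 3 SD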;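 note: signal is porphyrin accumulated inside mitochondria; 100% equals median channel fluorescence of DMSO control wells; lower ratio means ABCB6 inhibition with less porphyrin fluorescence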
hiPSC survival: hiPSC single-cell survival enhancement; ATPlite luminescence; 100% = ROCK inhibitor wells, 0% = DMSO; survival enhancement, % at 20 µM; hit rate 0.044% among 360,000; AID 602274; in the data active = survival enhancement above about 18%;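 note: cells exposed to compounds for 16 hours before the ATP read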
Granule exo inh: lytic granule exocytosis inhibition | TALL-104 LAMP-1 surface exposure, flow cytometry; cells stimulated with thapsigargin and PMA | inhibition, % at 10 µM | AID 651702 | hit rate 0.66% among 360,000;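 active = inhibition above about 55%, limit read from the data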
PDI inh: PDI (human) enzyme inhibition; PDI insulin aggregation turbidity, A650, 90 min; P07237; hit rate 0.052% among 350,000; inhibition, % at 10 µM;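 active = mean inhibition across replicates of 30% or more, whatever share of single replicates reach that level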;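 note: absorbance from insulin aggregation driven by PDI reduction with DTT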
Target sequence (P07237 whole entry, looked up): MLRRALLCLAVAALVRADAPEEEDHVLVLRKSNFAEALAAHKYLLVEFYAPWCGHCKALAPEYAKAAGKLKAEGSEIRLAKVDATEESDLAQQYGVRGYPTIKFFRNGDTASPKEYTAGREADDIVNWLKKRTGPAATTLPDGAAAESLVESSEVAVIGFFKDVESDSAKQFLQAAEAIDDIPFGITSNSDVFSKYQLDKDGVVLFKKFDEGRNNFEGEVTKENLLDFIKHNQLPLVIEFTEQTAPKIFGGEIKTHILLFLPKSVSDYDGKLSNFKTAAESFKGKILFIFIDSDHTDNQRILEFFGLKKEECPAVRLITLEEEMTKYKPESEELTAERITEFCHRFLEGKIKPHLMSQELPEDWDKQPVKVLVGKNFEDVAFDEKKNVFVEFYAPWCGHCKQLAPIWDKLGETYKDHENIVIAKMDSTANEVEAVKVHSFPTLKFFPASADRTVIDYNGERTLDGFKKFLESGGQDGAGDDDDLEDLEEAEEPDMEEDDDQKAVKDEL
Vif inh: HIV Vif inhibition; HEK293T cells, Vif self-association by quenched fluorescence, imaging, 24 h; inhibition, % at 7.49 µM; hit rate 0.35% among 340,000; AID 602346; in the data active = inhibition above about 50%, passing the limit was not always enough; note: some results filed as inactive read as strong as hits
aDG glyco up: increases alpha dystroglycan glycosylation; AID 624168; Pro5-aDG cells, alpha-DG glycosylation AlphaScreen (IIH6); 0% Pro5, 100% B10-LARGE cell signal; hit rate 0.22% among 360,000; activation, % at 10 µM;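 active = activation of at least 8% versus controls, or a plate z-score of at least 8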;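 note: Pro5 are CHO cells carrying HIG-tagged alpha-DG that lacks glycosylation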
Cardio protect: modulators protecting cardiomyocytes from myocardial damage. hit rate 0.63% among 360,000. AID 588492. protection from H2O2 cell death, % at 20 µM. H9c2 cardiomyocytes, H2O2 injury protection, ATPLite, 2 h;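 active = compounds giving at least 50% protection of heart cells from peroxide-induced death in the single-dose screen, raw or plate-pattern-corrected value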;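 note: 0% = DMSO wells with peroxide and 100% = DMSO wells without peroxide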
HTR2A ag: activates the mouse 5-HT2A serotonin receptor; activation, % at 7.6 µM; hit rate 0.66% among 360,000; P35363; CHO-K1 mHTR2A beta-arrestin complementation, luminescence; percent of 30 µM serotonin response;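 active = activation above a run cutoff, the mean activation of all tested compounds plus 3 SD, cut at about 14% in these data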;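 note: 0% = plate median of compound wells and 100% = 30 µM serotonin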
Target sequence (P35363 whole entry, looked up): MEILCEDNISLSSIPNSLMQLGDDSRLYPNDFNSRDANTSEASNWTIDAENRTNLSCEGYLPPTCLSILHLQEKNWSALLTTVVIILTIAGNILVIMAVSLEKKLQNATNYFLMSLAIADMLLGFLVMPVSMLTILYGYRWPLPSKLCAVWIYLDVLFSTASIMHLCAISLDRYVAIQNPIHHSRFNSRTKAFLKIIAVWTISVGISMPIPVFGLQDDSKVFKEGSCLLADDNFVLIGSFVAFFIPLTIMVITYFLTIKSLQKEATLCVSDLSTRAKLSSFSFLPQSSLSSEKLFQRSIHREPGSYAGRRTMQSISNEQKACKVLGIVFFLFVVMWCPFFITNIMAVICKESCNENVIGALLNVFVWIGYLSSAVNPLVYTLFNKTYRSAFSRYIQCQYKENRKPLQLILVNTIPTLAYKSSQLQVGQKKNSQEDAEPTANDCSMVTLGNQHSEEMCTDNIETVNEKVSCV
Glyco luc inh: N-linked glycosylation inhibition; D54 ERlucT glycosylation luciferase reporter, 24 h; percent of 100 nM tunicamycin response; hit rate 0.23% among 360,000; reporter increase, % at 12.5 µM; AID 588692;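 active = mean luciferase reporter signal, scaled so untreated is 0 and the glycosylation-blocking control 100, at or above a set limit in every replicate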;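 note: luciferase carries N-glycosylation sites so blocking glycosylation raises the light; 0% = median of neutral control wells and 100% = median of 100 nM tunicamycin wells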
* marks the source's active call; other numbers are inactive results; · = no result given; & = joins results of further samples.

SMILES	CaV13 ICDI inh	ABCB6 inh 2	hiPSC survival	Granule exo inh	PDI inh	Vif inh	aDG glyco up	Cardio protect	HTR2A ag	Glyco luc inh
Cc1cc(SCC(=O)O)nc2ccccc12	-8&-4	101&98	-0.1&-0.6	-2&1	3&-3	-4&2	0.1&0.2	-6&-4	0&-5	-1&2
CN(C)c1ccc(C(=O)C(O)c2ccc(C(C)(C)C)cc2)cc1 (centres undefined)	-5	91	0.5	4	-6	-3	0.5	-16	-2	-2
Cc1cc(NC(=O)CCC(=O)N(c2ccccc2)C(C(=O)NC2CCCC2)c2ccc(F)cc2)no1 (centres undefined)	-3	87	-0.2	8	5	-4	0.1	-2	11	-2
CCc1nnc(NC(=O)CSc2nnc(CCc3nc4ccccc4[nH]3)n2C)s1	-5	100	-0.7	3	-1	-1	-0.1	2	-2	0
COc1cc(NC(=O)c2cc(-c3cc(F)ccc3OC(C)C)n[nH]2)cc(OC)c1OC	-10	83	-1.6	-12	3	-21	0.0	4	-8	3
C=C[C@@H]1c2cccc(C)c2N(S(=O)(=O)c2ccc(C)cc2)[C@H](c2ccc(OC(C)=O)cc2)C1(C#N)C#N	-4	95	1.8	-1	5	-6	-0.3	-2	-1	-5
Cc1cccc(N/N=C(\C(N)=O)C2=NC(C)(C)Cc3ccccc32)c1	-3	87	-2.6	-9	8	-4	-0.3	-4	-3	-11
O=C(c1cc(-c2cccc(Cl)c2)on1)N1CCCC1	-7	93	-0.4	2	1	4	0.2	-7	10	0
COc1ccc2[nH]c(C)c(CCNC(=S)Nc3cc(C)ccc3C)c2c1	-7	92	-1.2	-1	2	1	0.7	-30	-5	-4
Cc1cc(=O)n2[nH]cnc2n1	-3	95	0.3	3	-4	-2	-0.2	7	1	1
Cc1cc(C)c(OCC(O)CNC(C)(C)C)c(C)c1 (centres undefined)	-4	100	-2.4	4	10	-4	0.6	1	1	1
Cc1ccc(S(=O)(=O)CCC(=O)OCC(=O)Nc2cc(C)on2)cc1	·	96	2.9	-4	-9	27	-0.2	1	-2	0
CCN(CC)c1ccc(/C=C2\NC(=O)NC2=O)cc1	-3	105	-1.5	1	-4	-9	-0.5	-1	3	2
CC1(NC(=O)Cc2csc(-c3ccc(Cl)cc3)n2)CCS(=O)(=O)C1 (centres undefined)	-2	99	-2.1	4	8	-15	0.1	-3	-4	0
O=C(Cn1cnc2c(nnn2-c2ccccc2)c1=O)NCc1ccc(F)cc1	-5	97	2.3	-1	·	·	-0.2	6	0	1
O=C(COC(=O)c1ccccc1[N+](=O)[O-])NNC(=O)c1cccs1	·	96	2.8	-3	2	-6	3.1	2	-1	0
O=C(NC1CCCCCCC1)c1ccccc1O	·	97	1.0	-1	2	-4	0.1	-8	1	-4
CN(C)S(=O)(=O)c1ccc(NC(=O)c2cc(F)c(F)cc2Cl)cc1	·	89	0.1	-2	3	0	-0.5	-12	-2	0
CCCc1cc(=O)[nH]c(SCC(=O)Nc2ccc(C)cc2)n1	3	101	-0.7	0	-2	-7	0.1	-2	1	3
Cc1cccc(-c2ccc3[nH]c4c(c3c2)CCN2C[C@H]3[C@H](C)ON(C)[C@H]3C[C@@H]42)c1	-7	102	0.0	0	2	·	1.3	5	8	3
C/C(=N\NC(=O)CNc1cccc(C)c1)c1ccc(Br)s1	-5	97	-0.3	-2	-9	-4	0.0	4	-3	0
CCNC(=S)Nc1c(C)n(C)n(-c2ccccc2)c1=O	3	99	-0.2	-1	2	8	-0.4	10	1	5
NC(=O)c1ccc(OCC(F)(F)F)nc1	-21	102	1.4	-4	-4	-2	0.0	-2	-1	2
CN(C)/C=C/C(=O)C(F)(F)F	-5	93	0.1	-2	-4	0	-0.4	7	1	3
CCCCc1ccc(S(=O)(=O)NCCc2ccncc2)cc1	-5	85	-0.5	-1	-15	-13	3.4	-32	-2	-1
Continued.
SMILES	CaV13 ICDI inh	ABCB6 inh 2	hiPSC survival	Granule exo inh	PDI inh	Vif inh	aDG glyco up	Cardio protect	HTR2A ag	Glyco luc inh
O=C(COc1ccccc1)Nc1ccc(S(=O)(=O)Nc2ncccn2)cc1	-4	88	2.2	2	-20	-1	-0.1	7	-4	0
O=C1CC(=C(c2ccccc2)c2ccccc2)C(=O)N1CCCCN1CCN(c2cccc(Cl)c2)CC1	·	102	1.3	38	9	-10	-0.4	14	-4	0
O=C(O)c1c2c(nc3ccc(Cl)cc13)CCC2	3	94	1.4	-1	3	13	-0.1	-1	1	2
Cc1[nH]n(-c2ccccc2)c(=O)c1/C=N/NC(=O)c1cccc(F)c1	-17	95	0.2	14	-13	-33	-0.1	26	-7	-6
C=CCNC(=O)c1cc2c(=O)n3ccccc3nc2s1	-3	93	-0.8	-3	0	1	0.0	-8	3	-1
COc1cccc(CNC(=O)CN(C)S(=O)(=O)c2cnc[nH]2)c1	-5	99	-1.9	-1	-2	-24	-0.2	3	1	-1
NC(=O)C1CN(C(=O)c2cccc(S(=O)(=O)N3CCc4ccccc43)c2)c2ccccc2O1 (centres undefined)	-6	100	0.5	-4	-7	-2	-0.1	9	12	1
CCCCNC(=O)c1cc2c(=O)n(CC)c3ccccc3c2s1	-3	96	-0.4	60*	-12	-2	0.1	9	4	12
O=C(C1CCC1)N1CCc2cc(S(=O)(=O)NCc3ccco3)ccc21	·	114	-1.4	-3	-5	·	0.2	-5	1	-4
Cc1cc2nc(CSc3ccccc3)cc(=O)n2[nH]1	-4	101	1.4	0	-4	19	-0.3	0	-1	0
CN(Cc1ccc([N+](=O)[O-])cc1)c1ccccc1	-6	95	-1.6	-4	1	-4	0.4	-5	8	-1
CCC(Sc1nnc2c3ccccc3n(CC)c2n1)C(=O)Nc1sc2c(c1C#N)CCCC2 (centres undefined)	·	100	-0.8	1	-9	-1	0.2	0	12	-1
Cc1cccc(C)c1N1CC(=O)N(c2c(C)cccc2C)CC1=O	-4	98	-0.5	5	6	-5	-0.2	0	-1	3
COc1ccccc1CNC(=O)C12CC3CC(CC(C3)C1)C2	6	102	1.2	-9	0	2	-0.1	2	1	-1
O=C(CN1CCC(O)(c2cccc(C(F)(F)F)c2)CC1)NCCc1ccccc1	-3	93	0.0	16	-7	-8	0.3	2	-1	-2
Cc1ccc(C)c(NC(=O)CN(C)C(=O)CSCc2c(C)noc2C)c1	-5	101	-0.4	-1	9	-29	-0.2	-1	-3	1
Cc1cc(C(=O)CSc2nc3ccc(Cl)cc3[nH]2)c(C)n1C	-6	95	0.5	1	-3	-3	0.3	4	3	0
CCO[C@@H]1OC(C(N)=O)=C[C@H](c2ccc3c(c2)OCO3)[C@H]1CCCO	-11	98	0.1	-21	-3	9	0.1	3	3	3
Cc1cc(NC(=O)COC(=O)c2cc(S(=O)(=O)N(C)C)ccc2Cl)no1	-2	100	-0.5	2	14	0	0.0	2	5	0
Cc1cc(C)c2cc(C#N)c(SCC(=O)Nc3ccc4c(c3)OCO4)nc2c1	-3	102	0.0	-2	4	0	-0.1	-18	3	-3
Cc1ccc(NC(=O)c2c(C)nc3ccccn23)cc1C	-2	95	-4.0	-1	5	4	0.0	-12	3	-4
Cc1csc(NC(=O)CSc2nnc(NC(=O)NC(C)(C)C)s2)n1	-4	101	-0.5	-5	-1	5	-0.2	-1	0	-1
CC1(C)CC2CC(C)(CN2C(=O)COC(=O)c2ccc(NC(=O)CC#N)cc2)C1 (centres undefined)	-3	99	0.5	-2	2	-2	-0.3	4	4	-4
COC(=O)/C(=N/Nc1ccc(C)cc1)N1CCCc2ccccc21	-5	98	1.8	-4	2	-1	0.9	5	-4	-5
CCC(C(=O)NC1CCCC1)n1c(-c2ccccn2)nc2ccccc21 (centres undefined)	-9	·	·	-19	·	·	0.3	·	-3	·

Retrieved by compound from the entries so far, 3 records:
SMILES	CaV13 ICDI inh	ABCB6 inh 2	hiPSC survival	Granule exo inh	PDI inh	Vif inh	aDG glyco up	Cardio protect	HTR2A ag	Glyco luc inh
O=C(CN1CCC(O)(c2cccc(C(F)(F)F)c2)CC1)NCCc1ccccc1	-3	93	0.0	16	-7	-8	0.3	2	-1	-2
Cc1[nH]n(-c2ccccc2)c(=O)c1/C=N/NC(=O)c1cccc(F)c1	-17	95	0.2	14	-13	-33	-0.1	26	-7	-6
CCCCNC(=O)c1cc2c(=O)n(CC)c3ccccc3c2s1	-3	96	-0.4	60*	-12	-2	0.1	9	4	12

Continuation.
SMILES	CaV13 ICDI inh	ABCB6 inh 2	hiPSC survival	Granule exo inh	PDI inh	Vif inh	aDG glyco up	Cardio protect	HTR2A ag	Glyco luc inh
Cc1ccc([N+](=O)[O-])c(C(=O)Nc2cccnc2Cl)c1	-3	102	-1.4	1	13	-8	0.5	-1	2	2
O=C(COc1ccccc1[N+](=O)[O-])Nc1cc(C(=O)O)cc(C(=O)O)c1	-6	99	0.1	-3	9	-2	-0.1	-4	-2	-1
Fc1ccc(N/N=C2/CCSc3sccc32)c(F)c1	-5	95	-0.2	4	-1	2	0.3	-6	4	1
Cc1c(C(=O)Nc2ccc(F)cc2)cn2c(nc3ccccc32)c1C#N	-9	117	-0.8	-2	1	-9	0.2	9	-1	2
CC1(C(=O)Nc2cccc3c2CCCC3)CCN1C(=O)C1(c2ccc(Cl)cc2)CC1 (centres undefined)	-2	100	0.5	11	-4	-28	0.1	5	-8	-3
COc1ccc(-n2nc3c(c2NC(=O)c2cc(Br)ccc2Cl)CS(=O)C3)cc1 (centres undefined)	-6	101	0.3	-2	11	7	-0.2	4	5	2
CC(CCc1ccccc1)NC(=O)C(=O)N1CCOCC1 (centres undefined)	-4	98	-0.5	0	0	1	0.3	0	0	-2
CN(Cc1cnc2nc(N)nc(N)c2n1)c1ccc(C(=O)NC(CCC(=O)O)C(=O)O)cc1C(F)(F)F (centres undefined)	-2	99	0.9	-3	-4	1	-0.3	4	10	3
Cn1c(SCc2ccc([N+](=O)[O-])cc2)nc2c(c1=O)SCC2	·	92	-0.8	1	0	-12	0.1	-21	1	1
COc1ccc(C(=O)CSc2nnc(CN3CCCC3)n2-c2ccc(F)cc2)c(OC)c1	-4	99	-2.4	-1	8	2	-0.1	2	-6	-2
COc1cc(N2CCCC2)ccc1[N+](=O)[O-]	-15	97	3.3	2	-4	2	0.0	-1	-1	6
CCOC(=O)Cn1c(=NC(=O)c2cccs2)sc2cc(C(=O)OC)ccc21	-7	93	0.6	2	-7	12	0.1	-3	3	-5
O=C(CN1C(=O)NC2(CCCC2)C1=O)N1CCN(S(=O)(=O)c2ccccc2)CC1	-7	101	0.2	2	1	12	-0.1	4	1	1
CN(Cc1ccccc1)C(=O)CCn1c(=O)oc2ccccc21	-4	90	-1.5	5	·	15	-0.1	-2	-3	2
Cc1cc(NS(=O)(=O)c2ccc(NC(=O)c3ccc([N+](=O)[O-])cc3)cc2)nc(C)n1	-5	96	0.6	-4	-14	-5	0.0	0	-2	2
O=C(CNC(=O)C12CC3CC(CC(C3)C1)C2)N/N=C\c1ccccn1	-2	86	-0.7	-1	-3	-3	0.1	4	0	2
CCC(C)(C)n1nnnc1C(c1ccccc1)N1CCN(Cc2ccccc2)CC1 (centres undefined)	-2	88	-0.3	28	-3	-2	0.3	-7	4	1
COc1ccc(CCNC(=O)Cn2nnc(C(=O)Nc3cccc(C)c3C)c2N)cc1OC	-5	94	0.5	0	-7	3	-0.4	-3	8	3
O=C(O)C(Cc1c[nH]c2ccccc12)NS(=O)(=O)c1cccc(Cl)c1Cl (centres undefined)	-21	96	-0.3	-6	1	1	-0.1	0	0	2
O=C(COC(=O)CN1C(=O)COc2ccccc21)NCc1ccc(F)cc1	-3	98	-0.5	-1	-3	-1	-0.2	-7	-6	2

Compound activity: PubChem BioAssay, several laboratories
